From PubChem
MC4R antag cAMP – antagonists of human melanocortin 4 receptor (MC4R); P32245; MC4R-expressing cells, MTII-stimulated cAMP, LANCE TR-FRET; inhibition, % at 6.5 µM; hit rate 0.48% among 360,000; AID 540295;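 active = inhibition above its plate's cutoff, the mean of tested wells on that plate plus 3 SD, cut at about 29% in these data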;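 also: 0% = Melanotan II alone and 100% = Melanotan II plus saturating MCL0020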
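Assay system: U2OS-MC4R stable cell line; Also added: Melanotan II; Technique: Eu-cAMP/anti-cAMP TR-FRET, emission 671 nm; Times: 30-min compound, 1-h challenge, 1-h detection, room temperature.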
TLR9-MyD88 inh – inhibitors of human TLR9-MyD88 binding; CHO BLA complementation TLR9-MyD88, CCF4 FRET ratio; inhibition, % at 4.98 µM; hit rate 0.21% among 340,000; AID 504734;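 active = inhibition above the mean over all tested compounds plus 3 SD, cut at about 21% in these data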;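 also: 0% = DMSO only wells and 100% = clavulanate BLA inhibitor control wells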
MC4R ag barr – activates human MC4R beta-arrestin recruitment; P32245; U2OS MC4R beta-arrestin complementation, luminescence; percent of melanotan II response, DMSO zero; activation, % at 8.9 µM; hit rate 0.98% among 360,000;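 active = activation above a per-plate cutoff, the mean activation of sample wells on that plate plus 3 SD, cut at about 8% in these data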
ABHD5 PLIN5 PPI – inhibitors of human ABHD5-perilipin-5 interaction; Q00G26+Q8WTS1; Split G. princeps luciferase complementation, luminescence, 4 h; inhibition, % at 4 µM; hit rate 0.78% among 360,000; AID 602281;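 active = inhibition above the mean inhibition across every tested compound plus 3 SD, cut at about 22% in these data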;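 also: 0% = DMSO only wells and the 100% control is not disclosed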
Target sequence (Q00G26 whole entry, looked up): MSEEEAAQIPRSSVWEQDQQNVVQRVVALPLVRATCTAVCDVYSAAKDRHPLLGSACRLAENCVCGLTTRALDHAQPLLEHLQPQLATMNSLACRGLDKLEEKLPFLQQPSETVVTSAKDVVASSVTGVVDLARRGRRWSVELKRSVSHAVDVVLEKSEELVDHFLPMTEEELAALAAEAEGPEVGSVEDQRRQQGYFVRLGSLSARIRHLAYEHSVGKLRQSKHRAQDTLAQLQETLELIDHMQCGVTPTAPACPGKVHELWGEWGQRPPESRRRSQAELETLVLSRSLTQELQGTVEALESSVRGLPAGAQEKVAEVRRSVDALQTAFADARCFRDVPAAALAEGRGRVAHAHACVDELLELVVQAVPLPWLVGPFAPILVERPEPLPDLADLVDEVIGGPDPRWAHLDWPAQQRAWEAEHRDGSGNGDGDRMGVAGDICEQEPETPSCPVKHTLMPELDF
Target sequence (Q8WTS1 whole entry, looked up): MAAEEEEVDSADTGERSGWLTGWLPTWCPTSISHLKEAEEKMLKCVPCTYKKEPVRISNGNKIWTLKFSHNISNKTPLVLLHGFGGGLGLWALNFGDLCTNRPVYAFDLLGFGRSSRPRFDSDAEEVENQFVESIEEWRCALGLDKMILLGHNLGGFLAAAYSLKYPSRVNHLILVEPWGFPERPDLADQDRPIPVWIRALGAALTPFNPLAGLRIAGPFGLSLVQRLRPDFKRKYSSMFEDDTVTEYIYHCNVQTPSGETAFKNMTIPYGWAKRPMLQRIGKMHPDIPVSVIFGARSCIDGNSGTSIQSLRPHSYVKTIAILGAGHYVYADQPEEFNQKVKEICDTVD
aDG glyco up – alpha-DG glycosylation activation | Pro5-aDG cells, alpha-DG glycosylation AlphaScreen (IIH6); 0% Pro5, 100% B10-LARGE cell signal | activation, % at 10 µM | hit rate 0.22% among 360,000 | AID 624168;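 active = activation of at least 8% versus controls, or a plate z-score of at least 8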;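 also: Pro5 are CHO cells carrying HIG-tagged alpha-DG that lacks glycosylation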
Glyco luc inh – blocks N-linked glycosylation in D54 reporter cells; D54 ERlucT glycosylation luciferase reporter, 24 h; percent of 100 nM tunicamycin response; reporter increase, % at 12.5 µM; hit rate 0.23% among 360,000;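 active = mean luciferase reporter signal, scaled so untreated is 0 and the glycosylation-blocking control 100, at or above a set limit in every replicate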;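 also: luciferase carries N-glycosylation sites so blocking glycosylation raises the light; 0% = median of neutral control wells and 100% = median of 100 nM tunicamycin wells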
Vif imaging – HIV Vif inhibition; HEK293T cells, Vif self-association by quenched fluorescence, imaging, 24 h; hit rate 0.35% among 340,000; AID 602346; inhibition, % at 7.49 µM; in the data active = inhibition above about 50%, passing the limit was not always enough; also: some results filed as inactive read as strong as hits
Exocytosis inh – blocks lytic granule exocytosis; TALL-104 LAMP-1 surface exposure, flow cytometry; cells stimulated with thapsigargin and PMA; hit rate 0.66% among 360,000; inhibition, % at 10 µM; AID 651702;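 active = inhibition above about 55%, limit read from the data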
ABCB6 inh 2 – blocks the human ABCB6 transporter; K562-ABCB6 porphyrin accumulation, flow cytometry, 1 h; active compounds read low; fluorescence ratio to DMSO, % at 10 µM; hit rate 0.19% among 360,000; AID 602162;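 active = fluorescence ratio to DMSO below 75%, the collection mean minus 3 SD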;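 also: signal is porphyrin accumulated inside mitochondria; 100% equals median channel fluorescence of DMSO control wells; lower ratio means ABCB6 inhibition with less porphyrin fluorescence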
NOD2-RIPK2 inh – NOD2-RIPK2 protein interaction inhibition. CHO BLA complementation NOD2-RIPK2, CCF4 ratio. O43353. hit rate 0.38% among 360,000. inhibition, % at 4.98 µM. AID 624267; in the data active = inhibition above about 21%;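 also: 0% = vehicle only and 100% = reference blocker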
* marks the source's active call; other numbers are inactive results; · = no result given. The list is partial; rates above refer to the full screens.

Vif imaging	MC4R antag cAMP	TLR9-MyD88 inh	Exocytosis inh	MC4R ag barr	ABHD5 PLIN5 PPI	NOD2-RIPK2 inh	ABCB6 inh 2	Glyco luc inh	aDG glyco up	smiles
-11.7	6.9	-0.2	-16.4	2.0	-1.4	1.2	100.0	2.4	0.2	CCOC(=O)c1c(C)n(C)c2ccc(OC)c([N+](=O)[O-])c12
·	6.7	-15.4	-1.1	-1.1	-1.6	4.3	94.0	-0.4	0.7	CCOC(=O)c1cc(C(C)(C)C)oc1CN
-18.6	10.1	·	-2.7	0.5	-2.1	-11.7	107.0	0.2	0.1	CC(C)CNC(=O)C1(C)CCCN1C(=O)C(C)(C)Oc1ccc(Cl)cc1 (stereo unspecified)
0.1	7.6	-5.7	16.2	-1.5	-0.8	-19.2	102.0	2.1	0.4	O=[N+]([O-])c1ccccc1S(=O)(=O)Nc1cccc(S(=O)(=O)N2CCCC2)c1
-6.6	13.5	-5.3	-3.0	0.0	-6.7	-1.4	94.0	2.5	0.0	Cc1c(C)c2ccc(O[C@@H]3O[C@H](CO)[C@@H](O)[C@H](O)[C@H]3O)c(C)c2oc1=O
10.9	6.6	9.3	-2.4	-2.7	-2.3	-0.2	98.0	1.2	-0.2	Cc1ccc(O)c(CNc2ccccn2)c1
4.8	6.7	-13.6	-2.7	-0.1	-5.0	5.6	86.0	-0.6	-0.1	N#Cc1c(N)oc(-c2ccccc2)c1-c1ccccc1
3.1	0.9	0.1	-4.9	-1.1	-12.5	-4.0	96.0	-1.7	1.7	CCC(NC(=O)c1cccc(Cn2cc([N+](=O)[O-])cn2)c1)c1ccc(C(C)C)cc1 (stereo unspecified)
-24.7	24.5	-6.1	15.5	1.2	-3.6	1.5	88.0	2.1	0.2	CCn1c(SCc2nc3scc(-c4ccccc4)c3c(=O)[nH]2)nnc1-c1cccs1
7.1	5.5	0.5	13.2	-3.4	-3.4	-7.7	88.0	2.1	0.0	O=C(CNC(=O)c1cccc(F)c1)N/N=C/c1cccs1
2.1	7.1	7.6	-0.9	-2.3	-2.4	2.7	97.0	0.8	-0.2	O=c1c2c(nc3nc(COc4ccccc4)[nH]n13)CCC2
-12.7	-2.8	7.8	-1.1	-2.8	-2.8	-4.4	96.0	0.5	-0.4	O=C(O)c1ccc2c(c1)C(=O)N(c1ccccc1-c1ccccc1)C2=O

A different layout for part of the listing above:
O=C(CNC(=O)c1cccc(F)c1)N/N=C/c1cccs1
  Vif imaging = 7.1 | MC4R antag cAMP = 5.5 | TLR9-MyD88 inh = 0.5 | Exocytosis inh = 13.2 | MC4R ag barr = -3.4 | ABHD5 PLIN5 PPI = -3.4 | NOD2-RIPK2 inh = -7.7 | ABCB6 inh 2 = 88.0 | Glyco luc inh = 2.1 | aDG glyco up = 0.0
O=c1c2c(nc3nc(COc4ccccc4)[nH]n13)CCC2
  Vif imaging = 2.1 | MC4R antag cAMP = 7.1 | TLR9-MyD88 inh = 7.6 | Exocytosis inh = -0.9 | MC4R ag barr = -2.3 | ABHD5 PLIN5 PPI = -2.4 | NOD2-RIPK2 inh = 2.7 | ABCB6 inh 2 = 97.0 | Glyco luc inh = 0.8 | aDG glyco up = -0.2
O=C(O)c1ccc2c(c1)C(=O)N(c1ccccc1-c1ccccc1)C2=O
  Vif imaging = -12.7 | MC4R antag cAMP = -2.8 | TLR9-MyD88 inh = 7.8 | Exocytosis inh = -1.1 | MC4R ag barr = -2.8 | ABHD5 PLIN5 PPI = -2.8 | NOD2-RIPK2 inh = -4.4 | ABCB6 inh 2 = 96.0 | Glyco luc inh = 0.5 | aDG glyco up = -0.4

(more compounds)
Vif imaging	MC4R antag cAMP	TLR9-MyD88 inh	Exocytosis inh	MC4R ag barr	ABHD5 PLIN5 PPI	NOD2-RIPK2 inh	ABCB6 inh 2	Glyco luc inh	aDG glyco up	smiles
-7.8	0.7	-1.2	1.9	0.0	0.0	-5.5	100.0	1.5	0.0	Cc1noc(C)c1-c1nnc(-c2ccc(OC(F)(F)F)cc2)o1
-7.3	-1.1	·	26.2	-1.9	-11.2	-11.8	95.0	3.7	0.0	c1csc(CNc2nc(Oc3ccncc3)c3sccc3n2)c1
4.7	12.5	6.4	5.3	-1.0	-4.4	-2.9	97.0	0.8	-0.2	COc1ccc(C(=O)NNC(=O)c2ccc(F)c(S(=O)(=O)N3CCOCC3)c2)cc1
2.7	-14.5	3.0	-0.3	8.0	8.8	-9.0	113.0	-1.8	-0.1	Cc1ccc(Nc2ccc([N+](=O)[O-])ccc2=O)cc1
7.7	12.8	-4.4	-3.1	-0.3	9.3	-5.7	97.0	-2.7	0.0	COc1ccc(S(=O)(=O)N2CCC(C(N)=O)(N3CCCCC3)CC2)cc1OC
-0.9	-4.9	2.2	9.7	-2.2	3.7	-6.2	94.0	-0.1	-0.3	COc1cc(Cl)ccc1OCc1cc(C(=O)NC(C)Cc2cccnc2)no1 (stereo unspecified)
-6.0	-1.5	4.2	24.7	-1.7	4.3	4.0	97.0	1.2	-0.1	CCc1ccccc1NC(=O)[C@@H]1CCC(=O)N1C1OC(=O)c2ccccc21 (stereo partly specified)
·	-0.3	-0.4	-0.9	-0.3	6.3	-13.6	100.0	1.4	0.9	CN1CCN(C(=O)C[C@H]2C[C@H]3c4cc(NC(=O)NC5CCCCC5)ccc4O[C@H]3[C@@H](CO)O2)CC1
-17.7	10.4	-16.9	-4.4	-2.1	7.0	-0.9	106.0	-1.4	0.1	CCCCCC(=O)NCC(C)NC(=O)CCCCC (stereo unspecified)
6.9	2.5	-4.7	14.2	-0.8	3.2	-3.2	93.0	-3.4	0.0	COc1ccccc1CN(C)CC(=O)Nc1cccc2ccccc12
16.4	10.9	4.9	0.0	1.6	1.0	-7.0	97.0	4.8	-0.6	Cn1c(=O)[nH]c(=O)c2c1nc(CN1CCN(c3ccc(F)cc3)CC1)n2CCc1ccccc1
7.7	8.2	-13.3	54.1	0.2	-0.6	0.6	95.0	-4.6	0.0	CCOc1ccccc1N(CC(=O)NCCSc1ccccn1)S(=O)(=O)c1ccc(C)cc1
15.7	7.5	5.8	3.5	0.7	2.5	-3.4	102.0	2.3	0.1	CCCCOc1ccc(CC(=O)NCC(=O)O)cc1
4.7	15.5	-10.6	-6.0	0.3	-7.0	-3.7	116.0	1.3	0.1	COc1ccc(NC(=O)c2c(C)nn(-c3ccccc3)c2Cl)cc1
-2.8	4.9	0.0	-3.0	-1.1	-5.7	3.8	94.0	1.0	-0.1	Cc1cc(C)n(S(=O)(=O)c2ccc(C)c(C)c2C)n1
0.9	12.8	-7.8	18.1	-0.1	-0.4	-8.2	95.0	0.1	0.0	CCCCn1nnc(NC(=O)c2ccc([N+](=O)[O-])cc2Cl)n1
1.5	4.0	·	6.7	1.7	-0.5	-10.0	98.0	-1.1	0.0	O=C(COc1cc(Cl)c(Cl)cc1Cl)N1CCN(c2ccccn2)CC1
-9.4	8.6	2.0	-1.4	1.3	9.4	-0.8	95.0	-8.6	5.1	Cc1nn(-c2ccccc2)c(N2CCCC2)c1/C=N/NC(=S)Nc1ccccc1C(F)(F)F
1.6	5.1	1.1	0.6	-1.6	-4.8	-11.5	101.0	-0.9	-0.2	CCn1cc(C(=O)NP(=O)(Nc2ccc(C)cc2)Nc2ccc(C)cc2)c2ccccc21
2.0	0.7	7.4	-0.6	1.9	15.0	-1.6	100.0	1.4	0.9	COC(=O)c1ccccc1OCC(=O)N1CCN(c2ccc(Cl)cc2)CC1
-17.3	-2.6	-1.4	-3.0	-3.9	4.2	0.4	101.0	0.4	-0.3	COc1ccc(NC(=O)c2ccc3c(SCC(=O)O)c4c(nc3c2)CCCC4)c(OC)c1
-0.3	2.5	-8.2	1.4	-2.8	-6.4	6.0	93.0	-0.1	-0.1	COc1ccc(C(=O)OCC(=O)Nc2c(C)n(C)n(-c3ccccc3)c2=O)cc1OC
7.4	5.7	-6.3	-14.8	-1.0	-2.6	-8.7	100.0	3.1	-0.2	COC(=O)C1=C(C)NC(C)=C(C(=O)OC)C1c1ccco1
4.5	-10.1	-7.6	4.5	-2.0	11.8	11.1	94.0	-15.7	0.6	CC(C)(C)N(Cc1ccc2c(c1)OCO2)C(=O)/C=C\S(=O)c1ccccc1 (stereo unspecified)
-2.7	-1.4	5.4	0.9	-1.0	5.8	-10.9	92.0	0.2	0.1	CCOC(=O)c1c(NC(=O)COC)sc(C(C)=O)c1C
·	8.5	-5.6	8.8	-1.3	1.8	6.3	86.0	1.5	0.2	CC1(C)CC(=O)C(C=NCC(N)=O)=C(O)C1
·	-10.4	-18.3	-3.3	-1.2	1.4	-2.1	93.0	9.9	0.0	COc1ccc(-c2cc(C(=O)N/N=C/c3cccnc3)c3cc(C)cc(C)c3n2)cc1
8.3	22.6	-1.4	66.5*	-1.2	-1.8	6.0	98.0	4.8	-0.3	CCOCCCNC(=O)/C(C#N)=C/c1ccc(Cl)c([N+](=O)[O-])c1
-4.5	3.2	5.2	-4.1	-0.8	-4.1	4.7	104.0	7.0	0.5	CC(=O)c1cccc(NC(=O)c2cnccn2)c1
14.1	0.7	-12.6	-11.2	-0.5	-2.2	-1.1	100.0	-0.7	-0.1	CCN(CC(=O)NCc1ccc(F)cc1)C(=O)COc1ccccc1[N+](=O)[O-]
-14.4	11.6	7.5	0.6	-0.9	4.3	-13.3	101.0	7.2	0.0	COc1ccc(C)cc1-n1c(N)c(C#N)c(C#N)c1-c1ccc(OC)c(OC)c1OC
-3.1	5.9	-6.2	-2.3	0.9	7.0	-0.1	91.0	-3.3	0.2	O=S(=O)(NC1CCCCC1)c1ccc(F)c2ccccc12
2.5	30.1*	-9.0	3.6	-1.4	-0.2	-5.9	100.0	-1.0	-0.1	Cc1ccc(F)c(NC(=O)c2cncn2-c2ccccc2)c1
17.4	8.6	-4.8	4.6	-1.4	3.1	-6.4	102.0	2.8	0.0	O=C1CN(Cc2ccccc2)CC(=O)N1
-1.0	16.5	-10.7	-4.7	1.4	5.3	8.9	105.0	2.0	1.0	Cc1ccc(CNC(=O)CNC(=O)c2ccc(Br)o2)cc1
1.3	7.9	-0.1	-3.7	-1.1	-5.2	-7.1	96.0	2.2	0.3	CCCc1[nH]nc2c1C(c1cn[nH]c1-c1ccc(F)cc1)C(C#N)=C(N)O2 (stereo unspecified)
3.7	8.0	-6.5	9.0	1.9	-2.8	-0.4	96.0	-2.1	-0.1	COC(=O)C(Cc1cnc(Cl)s1)(C(=O)OC)c1ccc(C(F)(F)F)cc1[N+](=O)[O-]
-0.4	-6.5	-8.6	-2.2	1.8	3.3	0.2	89.0	-2.1	0.4	CCOc1ncccc1C(=O)NCCN1C(=O)S/C(=C/c2cccs2)C1=O
-0.9	29.4*	5.7	-3.8	3.3	0.0	-4.4	99.0	-0.1	-0.3	NNC(=O)CNC(=O)C12CC3CC(CC(C3)C1)C2
-0.3	3.1	1.9	-7.0	3.2	7.5	1.6	98.0	-0.6	0.1	Cn1c(CCc2ccccc2)nnc1SCC(N)=O
